High-throughput results as filed in PubChem BioAssay.
dFosB activator: activators of delta FosB homodimer, primary screen, biochemical, fluorescence polarization, TAMRA-CDK5 oligo, single point; Protein FosB (Mus musculus), P13346; purified delta FosB; percent of positive-control signal above neutral wells; activation, % at 25 µM; 340,000 tested, 0.99% active; AID 493131, 2011;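 active = mean activation above about 17%, with every replicate also reaching it, limit read from the data, passing the limit was not always enough; inconclusive = only one of the two conditions met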;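 note: fluorescence polarization rise as delta FosB binds a TAMRA Cdk5 AP-1 oligo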
LANA DNA inh: inhibitors of KSHV C-LANA binding to DNA, primary screen, biochemical, fluorescence polarization, FAM-LBS DNA, MBP-C-LANA, single point; inhibition, % at 9 µM; AID 504423, 2011; Kaposi's sarcoma herpesvirus LANA C-terminal domain (residues 932-1162) DNA binding; 340,000 tested, 0.078% active;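 active = highest replicate inhibition at or above 60% at 9 µM, even if other replicates fall short; inactive = all replicates below 60% inhibition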;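 note: 0% = neutral control wells and 100% = 4 µM acridine orange control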
SUMO Mot1 rescue: yeast Mot1-301 growth rescue at high temperature, primary screen, SUMOylation pathway inhibitor project, S. cerevisiae, ATP luminescence, 38.5C; S. cerevisiae Mot1-301 growth rescue; percent above DMSO median, 100 means doubled; growth rescue, % at 18.8 µM; 320,000 tested, 1% active; AID 2716, 2010;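 active = every valid replicate shows activation above 250% relative to neutral control wells; inactive = the rest, any valid replicate at or below 250%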;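 note: OY570 slx delta 5 strain wells were the positive control but not used for scaling; some compounds called inactive have numbers as strong as hits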
Keap1 Nrf2 FP: Keap1-Nrf2 protein-protein interaction inhibitors, primary screen, biochemical, fluorescence polarization, single point; Keap1 Kelch-Nrf2 peptide fluorescence polarization, 1536-well; inhibition, % at 9.4 µM; 340,000 tested, 0.15% active; AID 504523, 2011; in the data active = inhibition above about 12%; inconclusive = no clear call, values can overlap the other calls; inactive = below about 7.3%;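 note: human Keap1 Kelch domain with fluorescein labeled Nrf2 9mer peptide probe; 0% = neutral control wells and 100% = peptide positive control; higher means more block of Keap1 binding to Nrf2 peptide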
PfHsp90 yeast 2: growth inhibition of PfHsp90-expressing yeast, primary screen, antimalarial PfHsp90 inhibitor project, S. cerevisiae, BacTiter-Glo luminescence, single point, set 2. BacTiter-Glo ATP, 48 h; yeast lacking PDR1 and PDR3 efflux regulators. inhibition, % at 9.4 µM. 310,000 tested, 0.32% active;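 active = every replicate shows inhibition above about 80%, whatever the replicate mean, limit read from the data; inconclusive = mean inhibition reaches the set limit but some replicate falls short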;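 note: 0% = DMSO neutral controls and 100% = 20 µM radicicol positive controls; yeast relying on Plasmodium falciparum Hsp90 in place of its own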
PvdQ inh: P. aeruginosa PvdQ acylase inhibitors, primary screen, biochemical, fluorescence, plate reader and imaging, single point | PvdQ acylase [Pseudomonas aeruginosa LESB58] | purified PvdQ acylase | inhibition, % at 10 µM | 340,000 tested, 0.063% active; in the data active = inhibition above about 30%, passing the limit was not always enough; inconclusive = no clear call, values can overlap the other calls;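 note: 0% = vehicle neutral wells and 100% = reference inhibitor wells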
NSD2 HMT inh: NSD2 histone methyltransferase inhibitors, primary screen, biochemical, AlphaScreen, single concentration, set 2; 310,000 tested, 0.54% active; inhibition, % at 12.5 µM; NSD2 peptide methylation, 120 min; Histone-lysine N-methyltransferase NSD2 (Homo sapiens), O96028; in the data active = inhibition above about 50%
Target sequence (O96028 whole entry, looked up): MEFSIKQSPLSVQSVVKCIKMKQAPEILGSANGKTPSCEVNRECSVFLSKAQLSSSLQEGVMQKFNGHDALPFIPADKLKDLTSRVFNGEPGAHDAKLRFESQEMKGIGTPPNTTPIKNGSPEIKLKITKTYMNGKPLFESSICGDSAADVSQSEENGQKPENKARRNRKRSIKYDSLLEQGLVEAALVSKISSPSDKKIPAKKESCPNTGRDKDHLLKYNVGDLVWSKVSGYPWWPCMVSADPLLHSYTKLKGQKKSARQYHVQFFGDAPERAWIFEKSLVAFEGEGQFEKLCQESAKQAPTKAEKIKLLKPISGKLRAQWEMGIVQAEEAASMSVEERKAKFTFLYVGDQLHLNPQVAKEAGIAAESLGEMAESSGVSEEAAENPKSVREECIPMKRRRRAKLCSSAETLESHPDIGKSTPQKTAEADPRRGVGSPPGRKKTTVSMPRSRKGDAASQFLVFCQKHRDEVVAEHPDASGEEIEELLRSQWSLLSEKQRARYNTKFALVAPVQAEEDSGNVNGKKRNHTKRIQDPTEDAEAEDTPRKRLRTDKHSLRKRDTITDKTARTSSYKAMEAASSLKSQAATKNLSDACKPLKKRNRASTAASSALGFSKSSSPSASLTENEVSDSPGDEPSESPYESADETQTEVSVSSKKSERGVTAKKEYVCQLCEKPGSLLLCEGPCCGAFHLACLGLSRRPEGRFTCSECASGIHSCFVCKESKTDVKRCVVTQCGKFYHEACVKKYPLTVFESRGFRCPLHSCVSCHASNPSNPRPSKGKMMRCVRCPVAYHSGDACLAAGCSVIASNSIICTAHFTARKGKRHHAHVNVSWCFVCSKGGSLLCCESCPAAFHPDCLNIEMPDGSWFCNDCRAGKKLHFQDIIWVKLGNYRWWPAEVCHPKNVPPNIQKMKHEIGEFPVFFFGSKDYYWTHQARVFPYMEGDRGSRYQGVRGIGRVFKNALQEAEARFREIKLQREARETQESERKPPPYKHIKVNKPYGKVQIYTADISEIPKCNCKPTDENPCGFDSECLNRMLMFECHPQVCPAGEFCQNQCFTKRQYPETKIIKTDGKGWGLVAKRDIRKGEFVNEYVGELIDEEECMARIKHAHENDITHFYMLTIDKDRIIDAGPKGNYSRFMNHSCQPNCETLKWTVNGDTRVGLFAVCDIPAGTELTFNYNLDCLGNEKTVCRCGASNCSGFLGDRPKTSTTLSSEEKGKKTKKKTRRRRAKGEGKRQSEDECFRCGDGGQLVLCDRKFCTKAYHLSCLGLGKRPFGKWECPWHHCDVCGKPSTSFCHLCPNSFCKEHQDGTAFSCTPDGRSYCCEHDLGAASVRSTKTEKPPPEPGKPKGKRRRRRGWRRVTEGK
CDK5 p35 inh: inhibitors of human CDK5/p35 kinase, primary screen, biochemical, single concentration; inhibition, % at 10 µM; 330,000 tested, 0.01% active; Recombinant CDK5/p35, ADP-Glo luminescence, 60 min;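 active = highest replicate inhibition of at least 50% and at least 75% of replicates reaching 50%; inconclusive = only one of the two criteria met; inactive = both criteria failed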;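 note: plate controls were DMSO neutral control for no effect and GW8510 at 10 µM for full effect; many of its hits are not listed in these tables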
Rtt109 HAT inh: inhibitors of C. albicans Rtt109/Vps75 HAT, primary screen, biochemical, ThioGlo CoA-SH fluorescence, plate reader; purified Rtt109/Vps75, 4 h; inhibition, % at 34.9 µM; 330,000 tested, 0.16% active; AID 540336, 2011;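 active = inhibition of at least 50% in every replicate; inconclusive = best replicate reaches 50% inhibition but some replicates fall short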
cardiac RTF act: cardiac RTF calcium sensitivity activators, primary screen, biochemical, IANBD-TnC fluorescence, EC20 calcium. IANBD-labeled TnC RTF fluorescence at EC20 calcium; 0% EC20 calcium, 100% full calcium. activation, % at 7.2 µM. 340,000 tested, 0.24% active;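 active = activation above the mean over all tested compounds plus 3 SD, cut at about 30% in these data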;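 note: rise in fluorescence read as greater calcium sensitivity of cardiac thin filaments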
Cardiac RTF inh: cardiac RTF calcium sensitivity inhibitors, primary screen, biochemical, IANBD-TnC fluorescence, EC70 calcium; Troponin I, cardiac muscle (Homo sapiens) + Troponin T, cardiac muscle (Homo sapiens) + …; 340,000 tested, 0.12% active; IANBD-labeled cardiac RTF, Ca2+ fluorescence; inhibition, % at 7.15 µM; AID 493244, 2011;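 active = inhibition above the mean inhibition of all tested compounds plus 3 SD, cut at about 17% in these data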;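 note: assay run at fixed EC70 calcium of 1.6 mM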
Numbers without * were called inactive; u = inconclusive; x = no result given.

smiles	dFosB activator	LANA DNA inh	SUMO Mot1 rescue	Keap1 Nrf2 FP	PfHsp90 yeast 2	PvdQ inh	NSD2 HMT inh	CDK5 p35 inh	Rtt109 HAT inh	cardiac RTF act	Cardiac RTF inh
CC1=CC(C)(C)N(C(=O)CSc2nnc(N)s2)c2c(C)cc(C)cc21	3	1.0	x	-5	-6	-16	25	1.7	11	-5	1
C[C@@H]1O[C@@H](OC[C@@H]2O[C@H](Oc3c(-c4ccc(O)cc4)oc4cc(O)cc(O)c4c3=O)[C@@H](O)[C@H](O)[C@H]2O)[C@H](O)[C@H](O)[C@H]1O	1	-0.6	-12	3	-9	-1	x	0.4	9	-3	0
COc1ccc(/C(=N\O)c2ncc(C(F)(F)F)cc2Cl)cc1	-5	-0.2	-8	0	19	-3	0	4.1	0	1	6
Cc1cccc(Nc2nc(N3CCCC3)nc(N3CCCC3)n2)c1	-5	1.1	-8	-2	-19	1	0	2.9	-13	2	5
Cc1ccccc1OCCOCCN1CCCCCC1	-6	-2.0	47	-5	16	-10	0	-1.9	1	2	-19
CNS(=O)(=O)c1cc(NC(=O)CCNC(=O)c2ccco2)ccc1C	-7	-1.2	4	-2	-70	-2	5	-2.0	-6	-5	-4
CCc1ccc(OCC(=O)NNC(=O)c2ccc(NC(=O)C3CC3)cc2)cc1	11	-1.4	264	-4	-46	-7	1	0.4	0	1	-7
Cc1ccc(C(=O)O)cc1NC(=S)NCCc1ccccc1	-8	1.2	-7	1	-7	-7	-3	-0.5	1	-2	-2
CC1CCN(S(=O)(=O)c2cc(C(=O)N3CCN(c4ncccn4)CC3)ccc2Br)CC1	2	-1.1	-8	-2	-17	4	-2	0.1	-1	0	-5
Cn1c(=O)c2c(nc(NN=C3CCCC3)n2C)n(C)c1=O	-3	0.1	12	1	8	-7	2	0.1	-10	-2	-1
Fc1cccc(Nc2ncnc3sccc23)c1	-8	-0.3	655*	-8	8	0	-4	2.0	-6	-2	-3
Cc1cc(S(=O)(=O)N2CCCCC2)ccc1OCC(=O)N1CCCC1	-4	-1.3	1	-6	-14	-4	3	-1.9	-27	0	-13
CCOC(=O)c1nnn(-c2nonc2N)c1CNC(C)C	-8	1.7	11	-4	x	-8	2	0.6	1	1	-3
Cc1nnc(SCC(=O)Nc2cc(S(=O)(=O)N3CCCC3)ccc2Cl)n1C1CC1	3	-0.2	-15	4	x	2	1	-0.4	2	-1	-9
COc1ccccc1/C=C/CN1CCN(Cc2ccc(F)cc2)C(CCO)C1 (stereo not given)	-3	2.1	-6	-5	2	-8	2	-1.1	2	2	-4
Cc1ccc(CSC2=NCCN2C(=O)c2ccc(S(=O)(=O)N(C)C)cc2)cc1	-9	0.5	1	-1	-6	-2	1	-0.5	x	-10	-23
Cc1cccc(N2C(S)=C(C#N)C(=O)NC2c2cccs2)c1 (stereo not given)	-2	0.3	-18	-7	9	-11	-7	1.5	121*	0	0
CCOC(=O)C1=C(C)Nc2ccccc2N=C1NC(=O)c1cc(C)on1	5	-2.4	0	-4	-1	3	-1	-1.5	-1	3	-16
O=C1C=Cc2ccccc2/C1=C/c1[nH]c(=O)[nH]c1O	-5	-0.9	50	-6	6	2	1	1.8	-6	0	-6
O=C(Oc1cccc2cccnc12)c1ccc(Br)o1	3	1.7	-6	-1	-7	-12	-1	-0.9	-8	-5	0
COCc1c(C(=O)N/N=C/c2ccco2)nnn1-c1nonc1N	-1	-1.6	-1	2	22	-14	1	2.6	4	-5	1
CC(C)C1C(C#N)=C(N)Oc2n[nH]c(C(C)(C)C)c21 (stereo not given)	-14	-1.5	-10	0	-24	-6	3	-1.7	-5	-1	-4
O=C(NCc1ccccc1)N1CCC(CO)(CCc2ccccc2)CC1	-4	1.0	18	-3	x	2	-4	2.0	-8	-1	2
CCOC(=O)N1CCC(N2CCN(S(=O)(=O)c3ccc(NC(C)=O)cc3)CC2)CC1	0	0.4	305	0	1	0	-1	-2.0	u	11	-1
COC(=O)c1c(N(S(C)(=O)=O)S(C)(=O)=O)sc2c1CCN(c1ncc(C(F)(F)F)cc1Cl)C2	11	-1.2	-3	-9	13	8	-3	1.0	0	0	-8
CC(C)CC(N=C1NC(C)(C)Cc2ccccc21)C(=O)O (stereo not given)	3	0.0	-12	2	x	-12	-4	-1.8	-1	-8	0
COc1ccc2c(c1)c(CC(=O)Nc1cc(C)ccc1C)c(C)n2C(=O)c1ccc(Cl)cc1	-4	-0.6	-6	-1	3	7	-1	1.8	1	0	6
Cc1cc(=O)[nH]c(NC(=O)Cc2ccccc2)n1	-4	-2.1	x	-6	-13	-8	-3	0.3	-1	-3	-7
Cc1nc(=O)c(-c2ccccc2)c(C)n1-c1cccc(/C=C/C(=O)O)c1	7	-0.3	-5	-3	23	-1	-2	1.1	-4	-2	-10
NS(=O)(=O)c1cccc(NC(=O)CSc2nnc(-c3ccncc3)n2C2CC2)c1	-5	1.5	-25	-4	11	-23	0	0.5	-8	-1	-4
CCOC(=O)c1c(C)[nH]c(C)c1C(=O)COC(=O)c1ccc(OC)c(OC)c1	1	2.0	16	-7	2	7	3	0.1	2	-3	0
COc1ccc(Cl)cc1S(=O)(=O)Nc1ccc(Cl)cn1	4	1.4	-19	2	-11	6	1	1.8	-3	-10	-3
C[n+]1cn(CC(O)COCc2ccccc2)c2ccccc21 (stereo not given)	1	-0.9	1	-1	2	-12	0	3.1	7	1	-6
CN(C(=O)COC(=O)c1ccc(Br)c(S(=O)(=O)N2CCOCC2)c1)C1CCCCC1	-9	-3.0	1	-3	5	-19	-1	-1.3	2	7	-1
O=C(NCc1cccs1)C1CC(c2ccccc2O)=NO1 (stereo not given)	0	0.1	-2	0	21	2	0	-3.4	-5	1	1
O=C(O)c1cccc(NC(=S)NC(NC(=O)c2ccco2)C(Cl)(Cl)Cl)c1 (stereo not given)	-1	1.8	15	-4	-11	10	-15	1.0	13	3	-15
Cn1c(SCC(=O)N/N=C/c2ccncc2)nc2ccccc21	-6	-1.8	13	-6	11	-4	-2	0.6	11	1	2
N#Cc1ccc(COC(=O)c2cccnc2Cl)cc1	1	-0.2	-7	-2	-6	-13	-6	3.5	-3	3	0
COC(=O)CCC(=O)OC1(C)C(=O)C=C2C=C(c3ccsc3)OC=C2C1=O (stereo not given)	5	1.8	357	1	-10	3	x	0.5	8	-9	-3
O=C(CNC(=O)c1ccc(Cl)cc1)NCc1ccccn1	-2	0.4	x	7	-17	-6	0	0.8	-4	-5	-6

One compound at a time, from the list above:
`O=C(CNC(=O)c1ccc(Cl)cc1)NCc1ccccn1` across the screens: dFosB activator: -2; LANA DNA inh: 0.4; SUMO Mot1 rescue: x; Keap1 Nrf2 FP: 7; PfHsp90 yeast 2: -17; PvdQ inh: -6; NSD2 HMT inh: 0; CDK5 p35 inh: 0.8; Rtt109 HAT inh: -4; cardiac RTF act: -5; Cardiac RTF inh: -6
`CN(C(=O)COC(=O)c1ccc(Br)c(S(=O)(=O)N2CCOCC2)c1)C1CCCCC1` across the screens: dFosB activator: -9; LANA DNA inh: -3.0; SUMO Mot1 rescue: 1; Keap1 Nrf2 FP: -3; PfHsp90 yeast 2: 5; PvdQ inh: -19; NSD2 HMT inh: -1; CDK5 p35 inh: -1.3; Rtt109 HAT inh: 2; cardiac RTF act: 7; Cardiac RTF inh: -1

New compounds follow.
smiles	dFosB activator	LANA DNA inh	SUMO Mot1 rescue	Keap1 Nrf2 FP	PfHsp90 yeast 2	PvdQ inh	NSD2 HMT inh	CDK5 p35 inh	Rtt109 HAT inh	cardiac RTF act	Cardiac RTF inh
CCCCN(CCCC)C(=O)CSc1nnc(-c2cc(OC)c(OC)c(OC)c2)o1	-10	1.2	-11	-6	4	-14	-2	-4.1	7	-1	-2
N#Cc1c(N)nc(SCC(=O)NCCc2ccccc2)c(C#N)c1-c1cccs1	36*	1.1	-1	-9	1	-17	-2	-0.6	5	-1	-8
O=C(CCC(=O)Nc1ccc(Br)cc1)N/N=C/c1ccccc1F	3	-0.9	-2	-5	-3	-22	-2	1.2	-5	-2	-16
CSCCC(NC(=O)COc1ccccc1)C(=O)N(C)Cc1cccc(F)c1 (stereo not given)	-7	-2.2	-9	-4	-24	-11	5	-0.4	-10	2	-8
CSc1nc(C)cc(SCC(=O)Nc2ccccc2)n1	6	1.0	0	2	-5	-2	-1	0.5	-5	1	-8
COCCNC(=O)Cn1nc(-c2ccccc2)c2ccccc2c1=O	-4	-1.0	96	-4	6	0	2	-1.1	-6	-1	0
Cc1ccc(N2C(=O)Nc3ccccc3C2(O)C(=O)N2CCN(c3ccccn3)CC2)cc1C (stereo not given)	-3	2.9	4	-1	-10	-13	-2	-2.1	-4	2	-1
O=C(CCCN1C(=O)C(c2ccccc2)Oc2cccnc21)NCCc1ccc(Cl)cc1 (stereo not given)	-3	-0.9	268	5	-7	-8	-6	x	-5	-5	5
COC(=O)c1ccc(NC(=O)c2cc(-c3ccccn3)nc3ccccc23)cc1	7	1.2	-2	-3	x	-18	-5	-2.8	-2	13	-3
CCOC(=O)N1CCN(S(=O)(=O)c2ccc(F)c(C(=O)Nc3cccc(C)c3C)c2)CC1	1	-0.5	64	-4	-2	1	-10	1.8	-3	-5	-1
Cc1ccc(-n2nc(C)c(C(=O)N3CCN(C(=O)c4ccco4)CC3)c2-n2cccc2)cc1	-14	-1.0	-21	-1	9	-10	0	-0.4	2	-1	-1
COc1ccc(OC)c(NC(=O)C(CCS(C)(=O)=O)NC(C)=O)c1 (stereo not given)	1	0.3	418	-2	-37	-9	-2	2.2	-23	1	-24
O=C(CSc1nnc(-c2ccccc2)o1)N1CCOCC1	-5	0.7	2	0	x	-8	x	-0.3	-4	10	-19
CC1(C)O[C@@H]2[C@H](O1)[C@@H](CO)O[C@H]2n1ccc(=O)[nH]c1=O	1	1.4	2	-10	-24	-1	x	0.5	-7	3	0
O=C(CSc1nc(O)cc(=O)n1-c1ccccc1)Nc1nc2ccccc2s1	-4	-3.8	9	-1	-1	-13	4	4.4	-1	3	-6
CN(C(=O)c1cc(COc2ccc(F)c(F)c2)on1)C1CCOC1 (stereo not given)	0	0.6	x	-4	-1	5	-4	-0.3	26	1	0
